Compound activity: PubChem BioAssay, National Center for Advancing Translational Sciences (NCATS)
FEN1 inhibitor = inhibitors of human flap endonuclease 1 | Potency, µM (doses to about 114 µM), inactives show at the highest dose activity change, negative = inhibition, most hits filed as inhibitors | Recombinant FEN1 flap cleavage, fluorescence, 15 min | 0.35% of 390,000 active | P39748; note: nearly all actives have a fitted effect of over 65% in size
Target sequence (P39748 whole entry, looked up): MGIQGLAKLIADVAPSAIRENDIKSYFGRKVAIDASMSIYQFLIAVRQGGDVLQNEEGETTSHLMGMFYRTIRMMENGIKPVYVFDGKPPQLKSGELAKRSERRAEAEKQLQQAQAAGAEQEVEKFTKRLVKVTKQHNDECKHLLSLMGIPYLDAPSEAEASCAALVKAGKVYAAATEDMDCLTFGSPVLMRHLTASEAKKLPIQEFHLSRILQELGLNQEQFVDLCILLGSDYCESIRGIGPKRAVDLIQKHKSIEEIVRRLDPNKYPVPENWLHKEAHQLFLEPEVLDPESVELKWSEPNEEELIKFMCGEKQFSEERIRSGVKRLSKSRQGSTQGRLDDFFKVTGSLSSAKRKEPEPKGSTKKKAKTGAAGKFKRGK
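In this screen, 50 nM flap DNA substrate was added to 10 nM FEN1 pretreated with compound for 15 min at room temperature; cleavage was followed with reads at 0 and 15 min, and Hill fitting gave concentration–response parameters.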
TDP1 inh = blocks human tyrosyl-DNA phosphodiesterase 1; Q9NUW8; recombinant TDP1, AlphaScreen DNA substrate cleavage; Potency, µM (top dose mostly 130 µM), without a hit: top-dose activity change, negative = inhibition, usual class: inhibitors; 0.28% of 350,000 active; AID 485290; note: nearly all actives have a fitted effect of over 40% in size
Target sequence (Q9NUW8 whole entry, looked up): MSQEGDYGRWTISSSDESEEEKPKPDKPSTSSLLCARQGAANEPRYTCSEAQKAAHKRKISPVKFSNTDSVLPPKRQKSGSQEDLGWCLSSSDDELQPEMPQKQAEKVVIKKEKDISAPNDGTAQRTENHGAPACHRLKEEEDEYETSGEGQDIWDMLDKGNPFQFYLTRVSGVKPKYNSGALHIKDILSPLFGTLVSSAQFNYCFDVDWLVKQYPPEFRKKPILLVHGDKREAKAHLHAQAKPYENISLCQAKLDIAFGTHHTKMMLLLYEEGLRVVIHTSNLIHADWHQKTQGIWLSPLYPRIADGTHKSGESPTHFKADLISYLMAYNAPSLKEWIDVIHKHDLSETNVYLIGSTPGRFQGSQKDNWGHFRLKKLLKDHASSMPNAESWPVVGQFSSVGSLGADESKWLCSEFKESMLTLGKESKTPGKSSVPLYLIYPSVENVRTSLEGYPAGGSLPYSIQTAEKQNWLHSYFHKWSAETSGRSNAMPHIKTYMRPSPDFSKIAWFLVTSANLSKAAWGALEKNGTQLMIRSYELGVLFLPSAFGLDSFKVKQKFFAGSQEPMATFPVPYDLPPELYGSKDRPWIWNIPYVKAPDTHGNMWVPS
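Here, a 5' biotin and 3' phosphotyrosine-FITC DNA oligonucleotide reports Tdp1 activity: intact substrate bridges AlphaScreen beads, while cleavage leaves a 3' phosphate and drops signal. All incubations at room temperature.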
N370S GC = N370S glucocerebrosidase modulation, Gaucher chaperone candidate | P04062 | N370S GC spleen homogenate, 4MU-glucoside fluorescence | Potency, µM (doses to about 59.4 µM), for the others: at the highest dose activity change, negative = inhibition, hits mostly inhibitors | 0.092% of 330,000 active;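 note: 0% = full enzyme activity and -100% = no enzyme basal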
An asterisk follows results filed as active; ? = inconclusive; . = no result given; & = joins results of further samples; [ ] = remark or other dose. Calls come from the whole dose curve; as a rule, active = well fitted curve in the direction sought with a large enough effect; inconclusive = small, poorly fitted or top-dose-only effect, or another doubt; inactive = no such curve, though single readings can be large; an effect the other way counts as inactive or inconclusive. Unless noted, % is set by controls: 0 for no effect and ±100 for the full control effect; potency is the fitted concentration of half-maximal effect.

N370S GC	FEN1 inhibitor	TDP1 inh	canonical_smiles
-23%	-1%	.	O=C(NCCN1CCOCC1)c1cccc(S(=O)(=O)N(Cc2ccccc2)c2ccccc2)c1
14%	-19%	2%	COC(=O)[C@H](CCSC)NC(=O)Nc1ccc(OC)cc1OC
-1%	7%	-5%	CCOc1ccc(C2C(C#N)=C(N)Oc3cc(C)oc(=O)c32)cc1 (stereo unspecified)
0%	.	2%	O=C(CSc1nnc(-c2ccccc2)o1)n1c2c(c3ccccc31)CCCC2
6%	-13%	1%	CCOC(=O)C(NC(=O)c1ccccc1)=C(C)C
1%	-4%	-4%	Cc1c(Cl)cccc1NC(=O)C1Cc2ccccc2CN1C(=O)c1ccccc1 (stereo unspecified)
-20%	-6%	?	O=C(COc1ccc(C(=O)c2ccccc2)cc1)Nc1cccnc1
16%	-19%	-1%	Cc1nn(C(C)(C)C)c(OC(=O)c2ccc(Br)o2)c1Sc1ccccc1
11%	4%	2%	Cc1c(C(=O)NCc2ccccn2)sc2nc(-c3ccc(F)cc3)cn12
10%	.	-5%	Cn1c(=O)c2c(nc(NCc3ccccc3)n2Cc2ccc(F)cc2)n(C)c1=O
7%	17%	.	Cc1ccc(S(=O)(=O)c2c(C)cc(C)[nH]c2=O)c(C)c1
4%	4%	10%	COc1ccccc1C(=O)CSc1cccc[n+]1[O-]
3%	12%	3%	CN(C)C(=O)CNC(=O)C1CCCCC1
.	5%	4%	CC(=O)c1ccc(NC(=O)c2nc3ccccc3n(C)c2=O)cc1
.	21%	3%	CCOc1ccc(CCNC(=O)CCCc2nnc3n(CCCOC)c(=O)c4sccc4n23)cc1
-5%	-10%	.	COCCCNC(=O)CN(c1cc(C(F)(F)F)ccc1Cl)S(C)(=O)=O
-7%	-3%	5%	O=C(CN1CCN(C(=O)C2CCCO2)CC1)Nc1cc(Cl)ccc1Cl (stereo unspecified)
?	.	-4%	Nc1c(S(=O)(=O)c2cccs2)c2nc3ccccc3nc2n1CCc1ccccc1
-3%	18%	3%	C/C(=N\NC(=O)c1ccc2c(c1)OCO2)c1cccnc1
2%	21%	.	CCOCCn1c(N2CCCC2)nc2c1c(=O)[nH]c(=O)n2C
0%	3%	6%	NC(=O)COc1ccccc1/C=C1/SC(=O)N(CC(=O)N2CCc3ccccc3C2)C1=O
-1%	-1%	4%	CCNC(=O)N1c2ccc(OC)cc2C(C)=CC1(C)C
1%	6%	3%	Cc1nc2ccccc2n1CC(=O)OCC(=O)NC1CC1
11%	0%	5%	C=CCn1c(SCC(=O)Nc2c(C)nn(Cc3ccccc3)c2C)nnc1C(O)c1ccccc1 (stereo unspecified)
13%	-9%	0%	COc1ccc(CC(=O)Nc2nnc(C(C)C)s2)cc1OC
.	-2%	5%	CCC(C(=O)Nc1cc(OC)ccc1OC)n1nc(-c2ccccc2)c2c(c1=O)CCCC2 (stereo unspecified)
-15%	-4%	5%	CCN(CC(=O)NC)S(=O)(=O)c1ccc(Br)cc1
?	16%	1%	COC(=O)c1c(NC(=O)CN2CCN(c3ccccc3Cl)CC2)sc(C)c1C
.	-23%	4%	COc1ccc(NC(=O)Nc2ccc3c(c2)C(=O)N([C@H](C)CO)C[C@H](C)[C@@H](CN(C)S(=O)(=O)c2ccccc2)O3)cc1
16%	-2%	4%	CCOC(=O)Nc1nc(C)c(C(=O)N(C)C)s1
4%	-13%	.	Cc1cc(C)cc(OCC(=O)N(Cc2ccc(N(C)C)cc2)C2CCS(=O)(=O)C2)c1 (stereo unspecified)
.	-19%	13%	CCOc1ccc(CCNC(=O)c2ccc3[nH]c(C)c(C)c3c2)cc1
-12%	-3%	8%	COc1cc2cc(C)nc(Cc3cccc4ccccc34)c2cc1OC
.	2%	3%	Cc1ccc(CCNC(=O)c2sc3nc4n(c(=O)c3c2C)CCCC4)cc1
4%	-21%	1%	COc1ccc(CCC(=O)OCC(=O)c2c(N)n(CC(C)C)c(=O)n(C)c2=O)cc1
4%	4%	0%	CCN(CC)c1nc(-c2ccccc2)cc(C(F)(F)F)c1C#N
-11%	21%	4%	CN1CCN(NC(=S)NC2CCCC2)CC1
-2%	1%	.	COC(=O)c1ccc(C2c3[nH]c4ccccc4c3C[C@H]3C(=O)N(C4CCN(Cc5ccccc5)CC4)CC(=O)N23)cc1 (stereo partly specified)
2%	-13%	2%	CCOC(=O)c1ccc(NC(=O)Nc2ccc3c4c(cccc24)C(=O)N3CC)cc1
-9%	9%	5%	COC(=O)c1cc(S(=O)(=O)NCC2CCN(CCc3ccc(OC)cc3)CC2)cn1C
-10%	-4%	-3%	CC(/C=N/n1c(-c2ccco2)n[nH]c1=S)=C\c1ccco1
4%	1%	4%	Cc1cc(C)c(O)c(-c2cc(C(=O)NCc3ccccc3)[nH]n2)c1
-21%	5%	8%	Cc1ccc(CN2CCN(/N=C/c3ccc(C)s3)CC2)cc1
-19%[2.35 µM]	-5%	-1%	CC1CCCCN1C(=O)c1ccc(C(=O)N2CCCCC2C)cc1 (stereo unspecified)
.	-23%	3%	CCC1=Nc2cc(C(=O)NCc3ccc(C)cc3)ccc2Sc2ccc(C)cc21
7%	-10%	3%	COC(=O)c1ccc(C(NC(=O)OCc2ccccc2)/C(C)=C/[C@@H](C)C(=O)NCc2ccc(-c3ccccc3)cc2)cc1 (stereo partly specified)
-14%	6%	.	Cc1cc(NC(=O)CCN2CCN(Cc3ccccc3)CC2)ccc1Br
-1%[12.8 µM]	-21%	8%[12.3 µM]	COC(=O)CCC(=O)OC1(C)C(=O)C2=CN(Cc3ccc(OC)cc3)C(c3ccc(OC)cc3)=CC2=C(Br)C1=O (stereo unspecified)
8%	1%	1%	COC(=O)/C=C1\SC(=NC(=O)c2ccc(C)cc2)NC1=O
-4%	0%	-8%	O=C(Nc1ccc(S(=O)(=O)Nc2nccs2)cc1)c1nn(-c2ccccc2)ccc1=O
21%	-19%	.	COc1ccc(CNC(=O)c2ccc3ccccc3n2)cc1
.	-10%	0%	O=C(COC(=O)/C=C/c1ccc(Cl)cc1)Nc1cccc(S(=O)(=O)NC2=NCCCCC2)c1
-5%	-10%	-1%	Cc1cccc2cc(COC(=O)C3CCCO3)c(=O)[nH]c12 (stereo unspecified)
-15%	4%	-5%	CC(=O)Nc1cc(-c2ccc(F)cc2)[nH]n1
0%	23%	.	CN1C(N)=NC(=O)/C1=C/c1ccc(F)cc1
?	-1%	1%	COc1ccc(NC(=O)CN(c2cc(C)cc(C)c2)S(=O)(=O)c2c(C)n[nH]c2C)cc1
-14%	4%	-1%	CCCN(C(=O)c1cccc(S(=O)(=O)N2CCN(Cc3ccccc3)CC2)c1)C1CCS(=O)(=O)C1 (stereo unspecified)
.	-19%	6%	Cc1ccc(NC(=O)CN2C(=O)c3ccccc3Sc3ccc(C(=O)N4CCOCC4)cc32)cc1C
.	1%	9%	COc1cc(-c2noc(CN3CCN(c4ccccc4)CC3)n2)cc(OC)c1OC
.	-8%	0%	Cc1ccc(S(=O)(=O)N(C)C)cc1NC(=O)COC(=O)C1=COCCO1

Of the compounds above, four have an aryl thioether with sulfur outside any ring.
N370S GC	FEN1 inhibitor	TDP1 inh	canonical_smiles
0%	.	2%	O=C(CSc1nnc(-c2ccccc2)o1)n1c2c(c3ccccc31)CCCC2
16%	-19%	-1%	Cc1nn(C(C)(C)C)c(OC(=O)c2ccc(Br)o2)c1Sc1ccccc1
4%	4%	10%	COc1ccccc1C(=O)CSc1cccc[n+]1[O-]
11%	0%	5%	C=CCn1c(SCC(=O)Nc2c(C)nn(Cc3ccccc3)c2C)nnc1C(O)c1ccccc1 (stereo unspecified)

Structural class: the compounds so far containing a furan ring, fused or not (two)
N370S GC	FEN1 inhibitor	TDP1 inh	canonical_smiles
16%	-19%	-1%	Cc1nn(C(C)(C)C)c(OC(=O)c2ccc(Br)o2)c1Sc1ccccc1
-10%	-4%	-3%	CC(/C=N/n1c(-c2ccco2)n[nH]c1=S)=C\c1ccco1

Going on with the list:
N370S GC	FEN1 inhibitor	TDP1 inh	canonical_smiles
.	-19%	1%	CN1C(=O)c2ccccc2Sc2ccc(NC(=O)c3ccccc3F)cc21
-1%	14%	-2%	O=C(O)c1cc(-c2cccs2)nn1-c1ccccc1
6%	4%	0%	Fc1ccc(-c2nnc(SCc3ncc(-c4ccccc4)o3)n2CC2CCCO2)cc1 (stereo unspecified)
-13%	2%	1%	COc1cc(NC(=O)CCN2CCN(c3ccccc3F)CC2)cc(OC)c1
0%	-2%	4%	CCOc1ccc(S(=O)(=O)NCCc2cn3ccccc3n2)cc1
-14%	-4%&0%	9%	Cc1ccc(CNC(=O)CC(C)S(=O)(=O)c2cc3c(cc2C)NC(=O)CO3)cc1 (stereo unspecified)
.	9%	4%	CCc1ccc(-n2c(=O)c3sc4ccccc4c3n(CC(=O)N(CC)Cc3ccccc3)c2=O)cc1
10%[2.35 µM]	3%	-3%	Cc1cc(NC(=O)CSc2nnc(C(C)N(C)C)n2Cc2ccccc2)no1 (stereo unspecified)
-3%	-1%	5%	Nc1ccc(C23CC4CC(CC(CO)(C4)C2)C3)cc1
6%	7%	8%	CCCN1C(=O)C(NC(C)=O)c2cc(OC)ccc21 (stereo unspecified)
26%	7%	3%	O=C(Nc1ccc(NC(=O)C23CC4CC(CC(C4)C2)C3)cn1)c1ccco1
18%	-18%	6%	COc1ccc(-c2csc(N3CCC(c4ccccc4)C3)n2)cc1 (stereo unspecified)
22%	-5%	0%	O=S(=O)(c1cccc2cccc(Cl)c12)N1CCCC1
9%	14%	8%	O=C(C1CCCN(S(=O)(=O)c2cccnc2)C1)N1CCn2c1nc1ccccc12 (stereo unspecified)
-11%	-1%	0%	Cc1ccc(N(CC(=O)NC2CCCC2)C(=O)CNC(=O)c2cccs2)c(C)c1
-7%	-1%	.	CC1CCN(CCCCOc2ccccc2F)CC1
16%	15%	10%	NS(=O)(=O)c1ccc(CNC(=O)c2ccc(Cl)c([N+](=O)[O-])c2)cc1
4%	-2%	3%	C=CCN1C(=O)/C(=C\c2ccc(Cl)cc2)N=C1SCC(=O)NCCC
.	3%	3%	CC(Cl)OC(=O)Nc1cccc2cccnc12 (stereo unspecified)
.	10%	2%	COc1cccc(/C=C/C(=O)OCC(=O)c2c[nH]c3ccccc23)c1
.	-5%	-5%	Cc1c(CC(=O)NCc2ccc(F)cc2)c(=O)oc2cc(O)c(Cl)cc12
-8%	6%	.	COc1cc(/C=C/C(=O)OC(C)C(=O)Nc2c(C)n(C)n(-c3ccccc3)c2=O)ccc1O (stereo unspecified)
26%	-5%	-1%	Cc1onc(-c2ccccc2Cl)c1C(=O)NCc1cccnc1
-1%	3%	1%	CC(=O)c1oc2ccccc2c1NC(=O)COC(=O)c1ccc(-n2nc(C)cc2C)cc1
.	-1%	4%	Cc1cccc(N2CCN(C(=O)Cc3c(C(=O)O)c(C)cn3C)CC2)c1C
-2%	19%	9%	CC(=O)N1c2ccc(S(=O)(=O)N3CCC(C(=O)Nc4cccc(C)n4)CC3)cc2CC1C (stereo unspecified)
-2%	-2%	4%	Cn1c(=O)c2c(nc(NCCNC(=O)c3ccco3)n2Cc2ccccc2Cl)n(C)c1=O
.	-6%	1%	COc1ccc(S(=O)(=O)N2CCCCC2)cc1NC(=O)C1CC1
-3%	5%	-4%	CCOC(=O)C1CCN(CC(O)COc2ccc(S(=O)(=O)N3CCCC3)cc2[N+](=O)[O-])CC1 (stereo unspecified)
-2%	1%	7%	CS(=O)(=O)N(CC(=O)Nc1ccc2c(c1)OCO2)c1ccc(Cl)cc1

Single records, from the list above.
Entry for COc1cc(NC(=O)CCN2CCN(c3ccccc3F)CC2)cc(OC)c1 : N370S GC: -13%; FEN1 inhibitor: 2%; TDP1 inh: 1%
Entry for CC(=O)N1c2ccc(S(=O)(=O)N3CCC(C(=O)Nc4cccc(C)n4)CC3)cc2CC1C (stereo unspecified) : N370S GC: -2%; FEN1 inhibitor: 19%; TDP1 inh: 9%

Continuation.
N370S GC	FEN1 inhibitor	TDP1 inh	canonical_smiles
1%	-3%	-2%	CN(CC(=O)NCc1ccc(F)cc1)S(=O)(=O)c1ccc(Br)s1
2%	.	-3%	CCCOc1ccc(/C(O)=C2/C(=O)C(=O)N(CCN(CC)CC)C2c2ccncc2)cc1 (stereo unspecified)
?	-5%	1%	CCc1cccc(CC)c1N(COC)C(=O)Cn1c(C(C)O)nc2ccccc21 (stereo unspecified)
12%	-2%	.	CCSc1nnc(Cc2cc(=O)[nH]c(=O)[nH]2)n1-c1ccc(Cl)cc1
5%	-2%	4%	COC(=O)c1sccc1NC(=O)Nc1cccc(C)c1C
5%	1%	-3%	Cc1ccccc1OCC(=O)NC(=S)Nc1ccc(N2CCCC2)cc1
-4%	3%	.	O=C(NCCS(=O)(=O)N1CCN(c2cccc(Cl)c2)CC1)C1CC1
5%	-1%	3%	COc1ccc(CCNc2ncnc3sccc23)cc1OC
7%	17%	4%	O=C(O)C1=C[C@@H](c2ccccc2)C[C@@H](OCc2ccc(CO)cc2)O1
8%	0%	5%	Cc1ccc(-c2nn(-c3ccccc3)cc2/C=C(\C#N)c2cccc(C#N)c2)o1
